# RORgamma inh: inhibitors of mouse ROR gamma transcriptional activity; P51450; Drosophila S2 Gal4-RORgamma UAS-luciferase reporter, 20 h; Potency, µM (titrated, usually from 53.6 µM), without a hit: at the top dose activity change, negative = inhibition, most hits filed as inhibitors; hit rate 5.4% among 310,000; AID 2551; also: potency is read from the fitted curve at half-maximal effect; % is scaled to controls: 0 for no effect and ±100 for the full control effect; nearly all actives have a fitted effect of over 60% in size
# Target sequence (P51450 whole entry, looked up, the tested form may be a part): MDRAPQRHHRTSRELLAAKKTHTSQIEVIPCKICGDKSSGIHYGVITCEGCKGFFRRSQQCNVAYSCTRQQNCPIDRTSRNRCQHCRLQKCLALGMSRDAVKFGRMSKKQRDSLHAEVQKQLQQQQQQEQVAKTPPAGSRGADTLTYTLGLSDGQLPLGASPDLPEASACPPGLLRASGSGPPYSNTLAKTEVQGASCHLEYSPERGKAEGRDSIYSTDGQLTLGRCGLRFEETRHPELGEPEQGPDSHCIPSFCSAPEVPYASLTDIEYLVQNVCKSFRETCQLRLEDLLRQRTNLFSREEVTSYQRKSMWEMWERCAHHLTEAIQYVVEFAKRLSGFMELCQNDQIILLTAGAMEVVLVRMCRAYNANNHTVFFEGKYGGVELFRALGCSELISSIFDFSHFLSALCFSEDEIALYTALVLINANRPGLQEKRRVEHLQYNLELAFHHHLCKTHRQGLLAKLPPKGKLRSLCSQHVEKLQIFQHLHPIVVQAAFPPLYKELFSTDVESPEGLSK
#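 Using a luciferase readout, inhibitors were identified by reduced reporter activity in Drosophila cells coexpressing a copper-inducible Gal4–ROR gamma fusion and UAS-driven Photinus luciferase, incubated 20 hr after 700 uM copper sulfate.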
# TRPV1 agonist: agonists of human vanilloid receptor 1 (TRPV1) | Q8NER1 | TRPV1-expressing cells, Fluo-8 calcium influx, agonist mode | activation, % at 8.33 µM | hit rate 0.19% among 320,000; in the data active = activation above about 80%; inconclusive = between about 30% and that limit; also: 0% is about no effect
#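 Fluo-8 calcium influx in TRPV1-expressing cells, kinetic read (ex 480/em 520 nm). Compound added and read 3 min for agonist activity, followed by capsaicin at EC20 final and 2 min further read for enhancement.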
# NPC1 promoter act: activates the NPC1 promoter. Huh7 NPC1 promoter luciferase reporter, 24 h. Potency, µM (series often up to 9.22 µM), without a hit: top-dose activation, hits mostly activators. hit rate 2.4% among 320,000;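 also: potency is read from the fitted curve at half-maximal effect; % of control where 0% means no effect; nearly all actives have a fitted effect of over 60% in size; reporter is driven by a mutant NPC1 promoter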
#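 Stably transfected Huh7 (NPC1 promoter→luciferase), 1500 cells/well in Opti-MEM + 10% FBS, 2 h settle, then compound 24 h at 37 °C. Luminescence after 10 min with Amplite reagent.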
# BRCA1 expr act: activators of BRCA1 expression; MCF7-BRCA1-FFLuc reporter, luminescence, 48 h; response scale: scaled: vehicle 0%, 10 µM genistein 100%; Potency, µM (doses to about 46.1 µM), without a hit: top-dose activation, hits mostly activators; hit rate 1.1% among 380,000; also: potency is read from the fitted curve at half-maximal effect; nearly all actives have a fitted effect of over 80% in size; some results filed as inactive show a strong effect at the top dose
#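 MCF7-BRCA1-FFLuc, 2000 cells/well; 2 h attach, 37 °C/5% CO2; compound 48 h; luciferase substrate 15 min; luminescence end-point. Norm. to genistein 10 microM max activation and DMSO; concentration-response curves fitted.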
# p53 reactivation: re-activators of mutant p53; H1299 p53-A138V BP100-luciferase reporter, luminescence, 24 h; Potency, µM (top dose mostly 92.2 µM), without a hit: at the top dose activity change, positive = activation, actives largely listed as activators; hit rate 0.063% among 320,000; AID 504706; also: potency is read from the fitted curve at half-maximal effect; % of control where 0% means no effect; nearly all actives have a fitted effect of over 45% in size
#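 H1299 (p53-null), stable ts p53-A138V + BP100-Luc; 1000 cells/well, Opti-MEM/10% FBS; cpd 4 pt, 1:5; 24 h, 37 deg C, 5% CO2; detection reagent 10 min RT; luminescence.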
# ELG1 genotox: genotoxicity induction in ELG1-luciferase HEK293T cells; hit rate 1.3% among 330,000; AID 504466; Potency, µM (series often up to 46 µM), inactives show at the top dose activity change, positive = activation, actives largely listed as activators; HEK293T ELG1-luciferase reporter, luminescence, 16 h; also: potency is read from the fitted curve at half-maximal effect; % of control where 0% means no effect; nearly all actives have a fitted effect of over 60% in size
#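 Cells (2,000/well) expressing the ELG1-luciferase fusion are dosed by pin tool and kept 16 hr at 37 °C, 5% CO2. Signal comes from ONE-Glo luciferase reagent after 30 min at room temperature.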
# Rab9 promoter act: activates the Rab9 promoter. Huh7 Rab9 promoter-luciferase reporter, luminescence, 24 h. Potency, µM (top dose mostly 9.22 µM), for inactives: at the top dose activation, negative = inhibition, actives largely listed as activators. hit rate 2.8% among 320,000; also: potency is read from the fitted curve at half-maximal effect; % of control where 0% means no effect; nearly all actives have a fitted effect of over 60% in size
#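 Cell-based reporter: Huh7 stable for Rab9 promoter-driven luciferase, plated in reduced-serum medium with 10% FBS at 1500 cells/well, compound-treated 24 h at 37 °C, luminescence read after 10 min reagent.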
# FLuc modulator: counter-screen for miR-21 project: firefly luciferase inhibitors or activators | P08659 | purified FLuc, Km substrates, luminescence inhibition | Potency, µM (top dose mostly 57.5 µM), inactives show top-dose activity change, negative = inhibition, hits mostly inhibitors | hit rate 6.9% among 360,000 | AID 588342;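 also: potency is read from the fitted curve at half-maximal effect; plate controls were vehicle for no effect and reference inhibitor for full effect; nearly all actives have a fitted effect of over 55% in size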
#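 Purified P. pyralis luciferase (10nM final) with 10uM D-luciferin and 10uM ATP (Km levels) in 50mM Tris acetate pH 7.5, 10mM Mg acetate, 0.01% Tween-20, 0.05% BSA; qHTS 6-point titration, ~60 µM downward; luminescence read.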
# Gal4-VP16 FLuc: inhibits Gal4-VP16 luciferase reporter, ROR gamma counter-screen | Drosophila S2 Gal4-VP16 UAS-luciferase, luminescence, 20 h | hit rate 3.5% among 310,000 | Potency, µM (doses to about 53.6 µM), without a hit: top-dose activity, negative = inhibition, hits mostly inhibitors;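 also: Gal4-VP16 expression switched on by copper sulfate through the metallothionein promoter; potency is read from the fitted curve at half-maximal effect; % is scaled to controls: 0 for no effect and ±100 for the full control effect; nearly all actives have a fitted effect of over 50% in size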
# ELG1 repair inh: ELG1-dependent DNA repair inhibition | Potency, µM (series often up to 46.1 µM), inactives show at the top dose activity change, negative = inhibition, usual class: inhibitors | hit rate 2.3% among 330,000 | HEK293T ELG1-luciferase reporter, luminescence, 16 h; DNA damage induced by 5-fluorouridine; also: potency is read from the fitted curve at half-maximal effect; % is scaled to controls: 0 for no effect and ±100 for the full control effect; nearly all actives have a fitted effect of over 55% in size
#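 HEK293T cells expressing luciferase-tagged ELG1 (2,000/well) received 5-Fluorouridine plus compound or DMSO for 16 hr at 37 °C. Luciferase was read by ONE-Glo luminescence after 30 min at room temperature.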
# Tb PFK inh: blocks T. brucei phosphofructokinase. T. brucei PFK, ADP-Glo luminescence. Potency, µM (titrated, usually from 57.5 µM), inactives show at the highest dose activity, negative = inhibition, usual class: inhibitors. O15648. hit rate 0.17% among 330,000;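 also: potency is read from the fitted curve at half-maximal effect; 0% = uninhibited 1x PFK enzyme wells and -100% = no-enzyme wells; nearly all actives have a fitted effect of over 60% in size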
# Target sequence (O15648 whole entry, looked up): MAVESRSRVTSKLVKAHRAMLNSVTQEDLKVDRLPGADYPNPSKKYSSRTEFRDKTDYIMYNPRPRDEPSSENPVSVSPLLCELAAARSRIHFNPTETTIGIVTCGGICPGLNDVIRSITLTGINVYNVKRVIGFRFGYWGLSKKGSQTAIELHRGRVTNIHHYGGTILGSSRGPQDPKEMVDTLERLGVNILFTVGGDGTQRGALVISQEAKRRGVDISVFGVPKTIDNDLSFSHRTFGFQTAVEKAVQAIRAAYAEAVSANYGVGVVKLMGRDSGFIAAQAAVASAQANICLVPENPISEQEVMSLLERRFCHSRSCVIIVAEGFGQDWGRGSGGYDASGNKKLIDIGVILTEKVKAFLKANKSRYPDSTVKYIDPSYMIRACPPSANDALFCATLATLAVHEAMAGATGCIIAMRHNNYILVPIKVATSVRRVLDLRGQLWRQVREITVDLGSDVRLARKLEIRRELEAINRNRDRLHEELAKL
#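 ADP-Glo luminescence quantified ADP after 45 min at room temperature, with 1.25 nM T. brucei PFK, 0.1 mM ATP and 0.5 mM fructose-6-phosphate in pH 8.0 TEA buffer. qHTS titrations up to 57 µM; curves classified by quality.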
# Numbers without * were called inactive; u = inconclusive; x = no result given; & = joins results of further samples; [ ] = another dose, or the depositor's remark. Unless noted, calls follow the shape of the dose curve; as a rule, active = well fitted curve in the direction sought with a large enough effect; inconclusive = small, poorly fitted or top-dose-only effect, or another doubt; inactive = no such curve, though single readings can be large; an effect the other way counts as inactive or inconclusive.
# The line under a structure holds: Tb PFK inh	ELG1 genotox	TRPV1 agonist	NPC1 promoter act	BRCA1 expr act	FLuc modulator	Gal4-VP16 FLuc	ELG1 repair inh	Rab9 promoter act	p53 reactivation	RORgamma inh
1. C/C(=N\NC(=O)CNC(=O)C1COc2ccccc2O1)c1ccc(Cl)cc1 (centres undefined)
 : -4%	-4%	16	1%	-7%	-2%	-3%	-25%	0%	-3%	2%
2. CCOC(=O)C1=C(C)NC(C)=C(C(=O)OCC)C1C(=O)OCC(=O)N1CCCCC1CC (centres undefined)
 : 3%	0%	2	2%	-23%&-4%	0%	6%	-8%	-5%	-9%	4%
3. CC1CCCC(C)N1C(=O)CSc1ccc(-c2ccc3c(c2)OCCO3)nn1 (centres undefined)
 : 0%	-10%	2	-4%	41%	13µM*	4%	-4%	13%	16%	19%
4. O=C(c1ccc(Cl)c(S(=O)(=O)N2CCCC2)c1)N1CCCCC1
 : -4%	-2%	3	1%	-8%	2%	4%	-1%	6%	9%	-1%
5. CCOC(=O)c1[nH]c2ccc(F)cc2c1NC(=O)c1ccccc1C(=O)O
 : -22%	11%	2	18%	86%	-19%	8%	u	6%	u	0%
6. O=C(Nc1ccccc1OC(F)F)C1CC(=O)N(Cc2ccccc2)C1 (centres undefined)
 : -4%	1%	0	1%	-3%	1%	x	12%	-2%	1%	x
7. COc1ccc2c(c1OC)c(=O)n1c3ccc(OC(C)C(=O)NCCCN4CCOCC4)cc3c3ccnc2c31 (centres undefined)
 : 5%	-2%	-1	-2%	4%	2%	-18%	u	-3%	x	-29%
8. O=C(CSc1n[nH]c(=O)[nH]c1=O)NCC1CCCCC1
 : 2%	-1%	0	-5%	-1%	3%	-5%	0%	1%	3%	0%
9. O=S1(=O)CCOC[C@H](c2ccccc2)N1Cc1ccccc1
 : 3%	-2%	2	-2%	-1%	1%	1%	1%	0%	3%	-1%
10. O=C(NCc1ccc(F)cc1)c1ccc(Cl)c(NC2=NC3CS(=O)(=O)CC3S2)c1 (centres undefined)
 : -7%	1%	1	-6%	-7%	0%	3%	6%	5%	x	10%
11. COc1ccc(CC(=O)N[C@@H](C)C(=O)N2CCC3(CC2)NCCc2[nH]cnc23)cc1
 : 1%	1%	4	1%	2%	0%	1%	-3%	-7%	16%	-2%
12. O=C(NCCN1CCN(c2ccccc2)CC1)C1CCCN(S(=O)(=O)c2cnc[nH]2)C1 (centres undefined)
 : 3%	-1%	x	0%	0%	7%	0%	1%	4%	3%	u
13. COC(=O)c1cc(N=CC2=C(O)CC(C)(C)CC2=O)cc(C(=O)OC)c1
 : -2%	4%	3	0%	-11%	1%	-1%	14%	-2%	4%	-1%
14. CC(=O)Nn1c(C)nnc1-n1nc(C)cc1C
 : -5%	0%	0	-4%	24%	-2%	x	u	-3%	1%	-4%[0.365 µM]
15. Cc1ccc(S(=O)(=O)NCc2nnc(SCC(=O)Nc3cccc(C)c3C)n2C)cc1
 : -2%	2%	0	1%	-5%	1%	0%	-10%	-1%	-10%	0%
16. CN(C)S(=O)(=O)c1ccc2c(c1)C(=NO)c1cc(S(=O)(=O)N(C)C)ccc1-2
 : 0%	1%	4	-5%	-20%	1%	4%	u	-3%	-3%	8%
17. CC(=O)NC(Cc1ccccc1F)C(=O)NC1CCN(C(=O)NCc2ccccc2)CC1 (centres undefined)
 : -5%	5%	-1	-5%	7%	0%	-8%	-3%	-1%	0%	1%
18. COc1ccc(CC(=O)N2CCN=C2SC)cc1OC
 : 0%	0%	-1	-4%	-5%	5%	5%	4%	-2%	2%	20%
19. O=C(Cn1c(CSc2ccccc2)nc2ccccc21)Nc1ccccc1
 : 1%	-6%	5	-3%	x	-19%	-7%	5%	-2%	-5%	u
20. O=C(O)c1ccc(OCCN2CCCC2=O)cc1
 : 0%	0%	-3	-3%	-21%	0%	x	1%	0%	x	x
21. CCc1ccc2oc(-c3cc(N)ccc3Cl)nc2c1
 : -3%	2.1µM*	-1	4µM*	-11%	0.24µM*	10µM*	u	2.5µM*	u	u
22. Cc1sc2ncnc(OCC(=O)N3CCN(S(=O)(=O)c4ccc(Cl)cc4)CC3)c2c1C
 : 10%	-12%	4	-4%	-33%	0%	-2%	-17%	-5%	-5%	33%
23. CCC(=O)CN(Cc1cc(OC)ccc1OC)S(=O)(=O)c1ccccc1Br
 : -4%	-1%	x	x	-6%	x	x	-5%	x	-7%	x
24. CC(SCc1ccccc1)C(=O)Nc1ccccc1-c1ccccc1 (centres undefined)
 : 0%	-1%	u	-4%	-28%	0%	-23%	1%	-5%	8%	30%
25. O=c1[nH]cnc2ccc([N+](=O)[O-])cc12
 : -1%	-2%	-7	0%	4%	-2%	-1%	-10%	-6%	-1%	27%
26. COc1ccc(S(=O)(=O)N(C)C[C@H]2Oc3ccc(NC(=O)CCC(F)(F)F)cc3C(=O)N([C@H](C)CO)C[C@@H]2C)cc1
 : 0%	1%	x	x	-19%	x	x	-7%	x	-1%	x
27. CN(C)CCNC(=O)Cn1ccc2cc(S(=O)(=O)N3CCCCCC3)ccc21
 : -4%	0%	0	-5%	7%	1%&-1%	-1%	2%	1%	-1%	-7%
28. CCN1C(=O)/C(=C2\C=Cc3cc(C)ccc3N2CC)OC1=S
 : 5%	9%	12	1%	12%	-14%	-10%	29%	5%	16%	23%
29. CC1CCCCC1NC(=O)C1CCN(C(=O)NC2CCCCC2)CC1 (centres undefined)
 : 1%	5%	2	1%	-2%	-37%	1%	12%	-16%	-5%	-27%
30. Cc1cc(C)nc(SCc2ccc(C(=O)N/N=C3\CCCC(=O)C3)cc2)n1
 : 3%	4%	3	-6%	3%	-5%	-2%	-6%	-2%	0%	-2%

# Entries of single compounds, quoted from the list. Values in the order: Tb PFK inh, ELG1 genotox, TRPV1 agonist, NPC1 promoter act, BRCA1 expr act, FLuc modulator, Gal4-VP16 FLuc, ELG1 repair inh, Rab9 promoter act, p53 reactivation, RORgamma inh
# O=S1(=O)CCOC[C@H](c2ccccc2)N1Cc1ccccc1 is entered as 3%, -2%, 2, -2%, -1%, 1%, 1%, 1%, 0%, 3%, -1%
# CC1CCCCC1NC(=O)C1CCN(C(=O)NC2CCCCC2)CC1 (centres undefined) is entered as 1%, 5%, 2, 1%, -2%, -37%, 1%, 12%, -16%, -5%, -27%
# CC1CCCC(C)N1C(=O)CSc1ccc(-c2ccc3c(c2)OCCO3)nn1 (centres undefined) is entered as 0%, -10%, 2, -4%, 41%, 13µM*, 4%, -4%, 13%, 16%, 19%
# CC(=O)NC(Cc1ccccc1F)C(=O)NC1CCN(C(=O)NCc2ccccc2)CC1 (centres undefined) is entered as -5%, 5%, -1, -5%, 7%, 0%, -8%, -3%, -1%, 0%, 1%
# CCc1ccc2oc(-c3cc(N)ccc3Cl)nc2c1 is entered as -3%, 2.1µM*, -1, 4µM*, -11%, 0.24µM*, 10µM*, u, 2.5µM*, u, u

# Next entries
# The line under a structure holds: Tb PFK inh	ELG1 genotox	TRPV1 agonist	NPC1 promoter act	BRCA1 expr act	FLuc modulator	Gal4-VP16 FLuc	ELG1 repair inh	Rab9 promoter act	p53 reactivation	RORgamma inh
31. Cc1cc(C(=O)O)c(C)n1Cc1ccncc1
 : 10%	0%	0	-2%	0%	5%	-8%	u	-3%	-2%	14%
32. C=CCn1c(SCC(=O)Nc2ccccc2)nnc1-c1cccc(S(=O)(=O)N2CCOCC2)c1
 : -8%	0%	1	-5%	2%	0%	6%	0%	6%	1%	30%
33. CC(=O)c1cccc(-n2c(CCC(=O)O)ccc2-c2ccc(C)cc2)c1
 : 0%	0%	-2	-2%	-29%	5%	-10%	-2%	-7%[1.84 µM]	-2%	-1%
34. N/N=C(\c1ccccc1)c1cc(Br)ccc1N
 : 2%	0%	9	-6%	-4%	-3%	4%	2%	-2%	5%	-40%
35. CCn1cc(C(=O)NCc2cccc(F)c2)c(=O)c2cc(F)c(N3CCN(C(=O)c4ccco4)CC3)cc21
 : -2%	-15%	-1	-8%	-84%	0%	u	13µM*	-11%	11%	u
36. O=C(NCc1ccccn1)C(=O)NCC(c1ccco1)N1CCOCC1 (centres undefined)
 : 6%	-9%	3	-2%	1%	0%	-2%	12%	5%	0%	0%
37. CC(C)(C)c1ccc(-c2nc(C=O)c3ccccn23)cc1
 : -2%	1%	21	2%	-17%	15µM*	11%	u	4%	24%	-29%
38. COc1ccc(CCNC(=O)C(=O)NCc2ccccn2)cc1
 : u	1%	-3	-3%	-2%	-3%	3%	6%	-5%	2%	0%
39. Cc1cccc(OCCCC(=O)Nc2ccc3c(c2)OCO3)c1
 : -3%	9%	u	0%	10%	-12%	-1%	0%	8%	-5%	7%

# Screening data (PubChem)
